# Screens: PubChem BioAssay, National Center for Advancing Translational Sciences (NCATS)
# aSyn rescue: inhibitors of alpha-synuclein toxicity in yeast. Yeast expressing alpha-synuclein, growth rescue, BacTiter-Glo, 24 h. Potency, µM (series often up to 46.1 µM), without a hit: at the highest dose growth rescue (activation), most hits filed as activators. 370,000 compounds, 0.14% hits. AID 652106; also: potency is read from the fitted curve at half-maximal effect; % of control where 0% means no effect; nearly all actives have a fitted effect of over 65% in size
#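 Screening used galactose-induced yeast with toxic alpha-synuclein levels, exposed to compound for 24 hr at 30 deg C. Cell growth, read with BacTiter-Glo luminescence, gave the measured signal.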
# FUS yeast rescue: rescues growth of FUS-expressing yeast; S. cerevisiae FUS-expressing, growth rescue, OD600, 24 h; Potency, µM (highest dose often 76.6 µM), for the others: top-dose growth rescue (activation), hits mostly activators; 390,000 compounds, 0.24% hits;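 also: potency is read from the fitted curve at half-maximal effect; plate controls were DMSO vehicle for no effect and reference control for full effect; nearly all actives have a fitted effect of over 55% in size; some results filed as inactive show a strong effect at the top dose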
#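 Restored growth of FUS-toxic S. cerevisiae, read as 600 nm absorbance after 24 h at 30C in galactose medium (starting OD 0.005). Controls CP55940 and DMSO.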
# PLK1 PBD inh: inhibitors of human PLK1 polo-box domain binding; P53350; Plk1 PBD binding of FITC phosphopeptide, fluorescence polarization; Potency, µM, for the others: max response, negative = inhibition, hits mostly inhibitors; 360,000 compounds, 2.8% hits; AID 720504; also: potency is read from the fitted curve at half-maximal effect; series mostly up to about 57 µM; % is scaled to controls: 0 for no effect and ±100 for the full control effect; nearly all actives have a fitted effect of over 65% in size
# Abeta yeast res: restores growth of yeast expressing A-beta42 peptide. AID 1347071. yeast expressing A-beta42, growth rescue, OD600, 48 h; response scale: 0% DMSO, 100% iron-clioquinol control. Potency, µM (top dose mostly 46.1 µM), inactives show at the highest dose growth rescue, usual class: activators. 410,000 compounds, 0.063% hits; also: potency is read from the fitted curve at half-maximal effect; nearly all actives have a fitted effect of over 55% in size
#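 Yeast A-beta toxicity model in growth medium with pinned compounds, 48 h at 30 C; growth read as absorbance at 600 nm. Normalized to FeCl3/clioquinol equimolar mix (positive) and DMSO (negative).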
# EPAC1 ag: EPAC1 (human) agonism; O95398; EPAC1 agonist qHTS, biochemical assay; response scale: 100% = response to 6.5 mM cAMP; Potency, µM (highest dose often 154 µM), for the others: top-dose activation, actives largely listed as activators; 360,000 compounds, 0.073% hits; AID 720707; also: potency is read from the fitted curve at half-maximal effect; nearly all actives have a fitted effect of over 60% in size
# Target sequence (O95398 whole entry, looked up): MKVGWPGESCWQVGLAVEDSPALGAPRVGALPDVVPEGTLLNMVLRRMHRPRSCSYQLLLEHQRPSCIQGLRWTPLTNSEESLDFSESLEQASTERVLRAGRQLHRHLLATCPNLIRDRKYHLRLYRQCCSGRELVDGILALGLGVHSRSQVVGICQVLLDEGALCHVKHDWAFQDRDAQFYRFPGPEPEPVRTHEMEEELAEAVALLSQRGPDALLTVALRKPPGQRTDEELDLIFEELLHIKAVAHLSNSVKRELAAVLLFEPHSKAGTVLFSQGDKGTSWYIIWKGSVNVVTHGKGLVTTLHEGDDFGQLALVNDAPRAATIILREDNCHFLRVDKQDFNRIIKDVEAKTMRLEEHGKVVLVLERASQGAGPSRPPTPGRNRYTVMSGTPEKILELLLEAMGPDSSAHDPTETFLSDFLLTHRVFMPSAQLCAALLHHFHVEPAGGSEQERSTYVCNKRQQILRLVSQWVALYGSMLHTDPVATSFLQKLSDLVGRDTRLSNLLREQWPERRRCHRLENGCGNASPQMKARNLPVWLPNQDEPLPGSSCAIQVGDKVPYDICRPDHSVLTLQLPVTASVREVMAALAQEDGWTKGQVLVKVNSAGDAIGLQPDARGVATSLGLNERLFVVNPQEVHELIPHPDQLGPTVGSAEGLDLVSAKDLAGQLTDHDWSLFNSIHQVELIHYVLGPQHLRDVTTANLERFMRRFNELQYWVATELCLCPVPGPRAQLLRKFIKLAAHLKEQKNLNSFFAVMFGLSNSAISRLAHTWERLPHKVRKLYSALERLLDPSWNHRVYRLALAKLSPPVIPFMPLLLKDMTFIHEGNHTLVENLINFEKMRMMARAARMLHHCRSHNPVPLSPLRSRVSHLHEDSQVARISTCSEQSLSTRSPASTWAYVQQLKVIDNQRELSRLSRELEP
#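 Multi-concentration qHTS readout: loss of Rap1B-bound BODIPY-GDP fluorescence driven by 100 nM EPAC1 with excess GDP (50 uM), monitored kinetically at room temperature; agonist response expressed relative to 6.5 mM cAMP.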
# PI5P4K alpha inh: blocks human PI5P4K alpha kinase activity. PI5P4Kalpha enzyme, ADP-Glo luminescence, 60 min; active compounds read low. AID 652105. 330,000 compounds, 1.2% hits. max response, %; active = max response of -50% or lower; inconclusive = between -30% and -50%; inactive = -30% or higher; also: value at the top dose of about 77 µM; % is scaled to controls: 0 for no effect and ±100 for the full control effect
#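 Reactions run in 0.038 M HEPES pH 7.4, 0.28 mM EGTA, 0.1% CHAPS and 5% DMSO, with PI5P4Kalpha, substrate, compound and 5 microM ATP final, one hour at room temperature. Readout is ADP-Glo luminescence.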
# IL2 activator: activators of IL-2; IL-2 activation reporter assay, cell-based qHTS; stimulated with anti-CD3/CD4/CD28 beads; in transgenic mouse T cells; activation, % (series mostly up to about 46 µM); 360,000 compounds, 0.065% hits; AID 652025; in the data active = activation above about 50%; inconclusive = mostly about 30% to 49%; also: 0% is about no effect
#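 Unstimulated transgenic mouse T cells; 60-min compound exposure; bead-based TCR/CD4/CD28 stimulation; 18 h culture, 37 degrees C; dual fluorescence (EGFP, DsRed) plate cytometry.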
# EPAC1 antag: blocks human EPAC1 exchange factor | O95398 | EPAC1 GEF assay, Rap1b-BODIPY-GDP exchange fluorescence | Potency, µM (top dose mostly 115 µM), for inactives: at the top dose activity change, negative = inhibition, actives largely listed as inhibitors | 360,000 compounds, 0.14% hits | AID 720709;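 also: potency is read from the fitted curve at half-maximal effect; plate controls were vehicle for no effect and positive control for full effect; nearly all actives have a fitted effect of over 50% in size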
# WRN helicase inh: blocks human WRN helicase. Potency, µM (series often up to 114 µM), for inactives: top-dose activity change, negative = inhibition, hits mostly inhibitors. WRN helicase unwinding, fluorescent forked duplex, kinetic. 360,000 compounds, 0.46% hits. AID 651768; also: potency is read from the fitted curve at half-maximal effect; % is scaled to controls: 0 for no effect and ±100 for the full control effect; nearly all actives have a fitted effect of over 55% in size
#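 Enzyme (20 nM final) and test compound sit together 15 min at room temperature before substrate addition. Substrate is a single-forked duplex oligonucleotide (100 nM) labelled with fluorophore and quencher, with 2 mM ATP; helicase unwinding raises red fluorescence, read kinetically.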
# * hit, by the source's call; ? = inconclusive; · = no result given; [ ] = another dose, or the depositor's remark. Unless noted, calls follow the shape of the dose curve; as a rule, active = well fitted curve in the direction sought with a large enough effect; inconclusive = small, poorly fitted or top-dose-only effect, or another doubt; inactive = no such curve, though single readings can be large; an effect the other way counts as inactive or inconclusive.
smiles | aSyn rescue | FUS yeast rescue | PLK1 PBD inh | Abeta yeast res | EPAC1 ag | PI5P4K alpha inh | IL2 activator | EPAC1 antag | WRN helicase inh
CCCCc1ccc(NC(=O)CC(C)C)cc1 | 0% | 14% | -1% | 10% | -4% | -3 | -2.6 | 3% | -15%[57.1 µM]
CNC(=O)CCSSCCC(=O)NC | -4% | -18% | ? | 1% | -13% | 3 | -0.3 | 6% | 20%
COc1ccc(S(=O)(=O)NCC2CCCN(C(=O)CN3CCCCC3)C2)cc1 (stereo unspecified) | -5% | 4% | -9% | -13% | 9% | -1 | 0.8 | -16% | -8%
Cc1ccc(NC(=O)COC(=O)Cn2cnc3ccccc32)c(C)c1 | 2% | 4% | 2% | 14% | -5% | 4 | 5.0 | 0% | 9%
O=C(O)/C=C/c1ccc(S(=O)(=O)N2CCCCCC2)cc1 | 8% | 14% | 1% | -1% | 2% | 0 | -0.3 | 1% | 0%
COCCN(Cc1cc2cc(C)ccc2n2nnnc12)C(=S)Nc1ccc(C)cc1 | -5% | -1% | -15% | -6% | 6% | 0 | 0.4 | -13% | -4%
COc1cc(OC)c2c(c1)S(=O)(=O)C(c1ccccc1)=C2N | 1% | -14% | -18% | 16µM* | 1% | 2 | 0.7 | ? | -3%
CC(=O)N(C(C)=O)c1nc2nc(C)cc(C)n2n1 | 2% | 30% | ? | -1% | 6% | -16 | -2.6 | -2% | -8%
O=C(CCS(=O)(=O)c1ccccc1)Nc1ccc(N2CCOCC2)cc1 | -8% | 27% | -17% | 2% | 0% | 5 | 0.2 | -11% | -25%
C=CCNC(=O)c1onc(CSc2ccncc2)c1C(=O)NCC=C | -6% | -20% | -1% | -13% | -7% | 0 | 1.1 | 1% | -3%
O=C(CCCC(=O)c1ccccc1)Nc1ccc(O)cc1 | -3% | -17% | -2% | -8% | -8% | -4 | -1.6 | ? | -16%
CCOC(=O)c1sc(NS(=O)(=O)c2cc(C)ccc2C)nc1C | 7% | 18% | ? | -3% | -2% | -15 | -0.8 | -14% | -14%
COc1ccc(CCNC(=O)CS(=O)Cc2nc(-c3ccccc3Cl)oc2C)cc1OC (stereo unspecified) | 1% | 8% | -3% | -9% | -14% | 4 | -0.4 | 5% | 6%
O=C(c1cccc(S(=O)(=O)Nc2cccc(C(F)(F)F)c2)c1)N1CCCCC1 | -7% | -19% | -2% | -8% | -2% | 4 | -0.4 | -8% | -10%
Cc1ccc2c(CN3CCCCC3)cc(=O)oc2c1 | 4% | -2% | 5% | -6% | 5% | 6 | -2.2 | -6% | 0%
CC(=O)Nc1ccc2nc3c(=O)n(C)c(=O)n(C)c3nc2c1 | -1% | 14% | ? | -3% | 5% | ? | 0.2 | 3% | 10µM*
CNc1nc(Oc2ccc3sc(C)nc3c2)c2sccc2n1 | 8% | 5% | 0% | 8% | -4% | 0 | 0.9 | -5% | -4%
COc1ccc(CC(=O)NNC(=O)c2nn(Cc3ccccc3)c(=O)c3ccccc23)cc1OC | -6% | -2% | 0% | 6% | -8% | 5 | 1.2 | 4% | 7%
O=C(NCc1ccc2c(c1)OCO2)c1ccc(Br)o1 | 2% | 14% | -1% | -15% | 6% | 7 | 0.1 | 1% | 10%
O=C(c1ccccc1)c1cccn1CC(=O)N1CCN(C2CCCCC2)CC1 | -6% | -2% | -1% | 10% | -10% | -6 | 1.1 | 0% | 8%
CCC(=O)/C=C1/Sc2ccc(OC)cc2N1CC | -12% | 2% | ? | -32%[inhibitor] | -2% | · | -0.4 | 5% | 4%[57.1 µM]
O=C(CCC(=O)N1CCOCC1)Nc1nnc(C2CCCCC2)s1 | 7% | 4% | -12% | -4% | 21% | · | 0.5 | -31% | 10%
COc1ccc(C2NC(=O)C(C#N)=C(S)N2c2ccccc2)cc1OC (stereo unspecified) | -3% | 14% | -18% | -17% | -17% | ? | 1.2 | 18% | -31%
O=C(Nc1cc(Cl)ccc1-n1cncn1)c1ccc(F)c(S(=O)(=O)N2CCOCC2)c1 | 5% | 33% | -10% | -3% | 0% | 0 | 0.1 | 1% | -3%
Nc1ccccc1SCC(=O)Nc1ccc(N2CCOCC2)cc1 | 5% | 24% | 0% | -1% | 1% | 1 | 1.6 | 8% | -3%
O=C(Nc1ccccc1F)c1ccc2nc(N3C(=O)CCC3=O)sc2c1 | 15% | 35% | -17% | 11% | 4% | -8 | -2.4 | -3% | ?
CC(=O)Oc1ccc2c(c1)C(=O)c1ccccc1CO2 | 1% | 6% | -8% | -41%[inhibitor] | 3% | -16 | 3.2 | -4% | -6%
COc1ccccc1CC(=O)N1CCN(c2cccc(C(F)(F)F)c2)CC1 | 24% | 33% | -14% | 9% | 14% | · | -3.6 | -5% | -7%
CC1=C(C(=O)OC2CCCCC2)C(c2ccc(N(C)C)cc2)NC(=O)N1 (stereo unspecified) | 3% | -5% | 5% | 5% | -3% | -3 | -0.3 | -8% | 6%
C=CCc1cccc(/C=N/NC(=O)C[n+]2ccccc2)c1O | 0% | -19% | 0% | -6% | 4% | 9 | -1.8 | 5% | -1%
CCC(C)NCCOCCOc1ccc(Cl)c(C)c1C (stereo unspecified) | 3% | -20% | -1% | 4% | 6% | 9 | -2.1 | -15% | -5%
CC(C)(C)OC(=O)CNC(=O)c1[nH]cnc1C(=O)NCC(=O)OCc1ccccc1 | -9% | ? | ? | -9% | 9% | -3 | -0.4 | -3% | 2%
O=C(Nc1ccc(-c2nc3c(ccc4ccccc43)o2)cc1)c1ccco1 | -45%[inhibitor] | 16% | -5% | -8% | 2% | · | 1.2 | -8% | -6%
Cc1ccccc1NC(=O)C1Cc2ccccc2C(=O)O1 (stereo unspecified) | -2% | -3% | -9% | 16% | 3% | 0 | 5.4 | 3% | 0%
O=C(Nc1nc2ccccc2n1CCN1CCCC1)c1ccc(Cl)cc1 | -9% | 7% | -5% | -11% | 8% | -16 | -0.2 | 1% | 3%
COC(=O)CNC(=O)Cc1c(F)cccc1Cl | 1% | 16% | 2% | 5% | -8% | · | 0.3 | 11% | -16%
O=C(NCc1ccccc1)NC(=O)c1ccncc1 | 15% | 11% | -1% | 19% | -4% | · | 1.7 | -8% | 0%
CC(C)Cn1c(CN(Cc2ccccc2)Cc2ccccc2)nc2c1c(=O)n(C)c(=O)n2C | 1% | 32µM* | -6% | -9% | -16% | 14 | -1.1 | -23% | -6%
Cc1c(C(=O)NCc2ccc(C(F)(F)F)cc2)sc(=O)n1Cc1ccc(S(=O)(=O)N(C)C)cc1 | 0% | ? | -16% | -4% | -3% | -2 | -0.8 | -17% | 8%[57.1 µM]
CCSc1nnc(NC(=O)C2CCCCC2C(=O)O)s1 (stereo unspecified) | -3% | · | ? | 24% | 6% | -10 | -0.2 | ? | -9%
COc1ccc(-n2c(-c3ccco3)n[nH]c2=S)cc1 | 1% | 0% | -8% | 1% | 7% | · | -1.2 | -4% | -6%
Cc1ccc(C(=O)NCC(=O)NCC(c2cccs2)N(C)C)cc1C (stereo unspecified) | 8% | · | -6% | -1% | 6% | 3 | 1.0 | -5% | 4%
CCOC(=O)NC(=O)/C(C#N)=N/Nc1ccc(F)cc1 | 6% | 1% | -4% | 4% | 5% | · | 0.4 | 1% | -8%
COc1ccc(-n2c(C)cc(C(=O)COC(=O)c3cc(OC)c(OC)cc3NC(=O)c3cccs3)c2C)cc1 | 2% | 24% | -3% | -8% | 3% | 2 | -3.8 | 9% | -1%
Cc1cccc(CCNCc2c(C(=O)O)c(C)n(-c3ccccc3)c2C)c1 | ? | -6% | 0% | 9% | -10% | 2 | 0.2 | -6% | -2%
COc1ccc(-n2c(=O)[nH]cc(C(=O)Nc3ccc4c(c3)OCCO4)c2=O)cc1 | 2% | -2% | -6% | 12% | 5% | 1 | -1.3 | -14% | -19%
CCOC(=O)c1cccc(NC(=O)Nc2ccc(OCC)cc2)c1 | -17% | -11% | -12% | -6% | -19% | 0 | 0.0 | -13% | -2%
Fc1ccc(OCc2nn[nH]n2)c(F)c1 | 8% | -24% | -10% | -3% | 3% | -6 | 0.5 | -2% | 10%
COc1ccc(-c2cc(C(F)(F)F)nc(SCC(=O)NCCN3CCOCC3)n2)cc1OC | 0% | -4% | -13% | -1% | -3% | 3 | 0.4 | 24% | 11%
Cc1c(NC(=S)NC(=O)c2ccc(Cl)cc2)c(=O)n(-c2ccccc2)n1C | 0% | 6% | -4% | 14% | 11% | -7 | 0.0 | -17% | 4%
COC(=O)c1cc(OC)c(OC)cc1NC(=O)c1c(-c2ccccc2)noc1C | -8% | 31% | 0% | -10% | 11% | · | -3.3 | -2% | -3%
COc1ccccc1-c1cnc(C(O)c2ccc(Cl)c(F)c2)[nH]1 (stereo unspecified) | 1% | -3% | 1% | 6% | -4% | 10 | -0.4 | -4% | 4%
CC(=O)NCCC(=O)N1CCc2c([nH]c3ccccc23)C1c1cccc(C)c1 (stereo unspecified) | 1% | 17% | -11% | -11% | -5% | 4 | -0.2 | -26% | 1%
CCn1c(SCC(=O)N2CCOCC2)nc2ccccc21 | 2% | -3% | -1% | -7% | -4% | 7 | 2.5 | 7% | 1%
O=C1c2ccccc2C(=O)N1N(c1ccccc1)c1ccccc1 | 0% | · | 2% | -27% | 12% | -1 | -3.7 | -3% | -19%
O=C(Nc1ccccc1)NC1CCCCCCC1 | 11% | -17% | 0% | 4% | 6% | -8 | -3.4 | -3% | -4%
CSc1ccccc1C(=O)N(C)C(c1ccccc1)c1ccccc1 | 6% | 37% | -1% | -24% | -4% | 6 | 0.4 | -9% | -10%
COc1cccc(NC(=O)Nc2cc(C)ccc2F)c1 | 0% | 11% | -2% | 14% | 0% | 0 | -0.7 | ? | 4%
Cn1c(N)c(C(=O)CCl)c(=O)n(Cc2ccccc2)c1=O | 0% | -4% | 17µM* | 1% | 16% | -3 | -0.8 | -11% | 0%
Cc1cc(F)cc(-c2cc(C(=O)NCc3ccccc3)[nH]n2)c1 | -1% | -11% | -3% | -19% | 9% | -4 | -0.2 | -6% | 4%
C[C@H]1CCC[C@@]2(O[C@@H](CCO)C[C@H](O)[C@H]2O)O1 | 1% | -18% | 1% | 1% | 6% | 0 | 0.4 | 1% | 4%
